Compound activity from PubChem BioAssay.
KAT2A inh – qHTS Assay for Inhibitors of GCN5L2; Histone acetyltransferase KAT2A (Homo sapiens), Q92830; GCN5L2 HAT assay, ThioGlo1 CoA-SH fluorescence; Potency, µM (series often up to 58.9 µM), for inactives: at the top dose activity change, negative = inhibition, most hits filed as inhibitors; hit rate 0.21% among 390,000; AID 504327, 2011; active = well fitted inhibition curve with a large enough effect; inconclusive = small, poorly fitted or top-dose-only effect, or another doubt; inactive = no such curve, though single readings can be large or run the other way
Target sequence (Q92830 whole entry, looked up): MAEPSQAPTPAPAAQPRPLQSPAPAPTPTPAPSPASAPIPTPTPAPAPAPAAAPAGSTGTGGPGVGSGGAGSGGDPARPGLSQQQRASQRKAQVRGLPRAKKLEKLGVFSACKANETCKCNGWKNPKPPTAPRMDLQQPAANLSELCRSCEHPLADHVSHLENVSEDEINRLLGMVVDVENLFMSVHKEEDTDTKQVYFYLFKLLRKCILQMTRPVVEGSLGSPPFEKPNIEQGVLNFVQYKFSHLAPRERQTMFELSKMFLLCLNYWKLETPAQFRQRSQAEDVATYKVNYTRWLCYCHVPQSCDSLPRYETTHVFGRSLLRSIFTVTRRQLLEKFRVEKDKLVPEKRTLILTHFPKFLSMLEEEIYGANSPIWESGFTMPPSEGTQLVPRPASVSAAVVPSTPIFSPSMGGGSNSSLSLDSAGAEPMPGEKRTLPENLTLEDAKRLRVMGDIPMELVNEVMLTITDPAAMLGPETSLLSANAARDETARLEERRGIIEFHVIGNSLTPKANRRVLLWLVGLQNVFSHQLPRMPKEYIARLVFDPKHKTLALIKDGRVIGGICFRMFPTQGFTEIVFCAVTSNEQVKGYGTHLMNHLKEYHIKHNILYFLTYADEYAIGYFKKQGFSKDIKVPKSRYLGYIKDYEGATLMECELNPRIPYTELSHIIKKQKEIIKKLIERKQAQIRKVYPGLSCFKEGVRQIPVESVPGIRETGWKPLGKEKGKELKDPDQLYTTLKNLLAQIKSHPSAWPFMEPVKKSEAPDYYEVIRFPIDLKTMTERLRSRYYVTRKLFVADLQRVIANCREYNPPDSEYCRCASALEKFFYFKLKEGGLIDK
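Fluorescence readout, Ex340nm/Em540nm: ThioGlo1 (50uM final) reacts with free CoA thiol released as 20nM GCN5L2 acetylates H3(1-25) peptide (75uM) using acetyl-CoA (70uM). Compound and enzyme sat 15 min beforehand; 20 min room-temperature reaction.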
Starred values were filed as active, the others as inactive; ? = inconclusive; [ ] = dose if it differs, or a comment. % is scaled to controls: 0 for no effect and ±100 for the full control effect; potency is read from the fitted curve at half-maximal effect. This is a subset. The share of hits here may be higher or lower than overall.

entry	SMILES	KAT2A inh
1	CCCCCCN(C(=O)CCCCCN1C(=O)NC(c2ccc(-c3ccccc3)cc2)C(C(=O)OCc2ccccc2)=C1C)C(C)C(=O)NCCCC (centres undefined)	-2%
2	CCCCCCN(C(=O)CCCCCN1C(=O)NC(c2ccc(-c3ccccc3)cc2)C(C(=O)OCc2ccccc2)=C1C)C(C(=O)NCCCC)c1ccccn1 (centres undefined)	-3%
3	CCCCC(=O)Nc1ccccc1C(C)C	-1%
4	CC1CC2C3CCC4=CC(=O)C=C[C@@]4(C)[C@]3(F)C(O)C[C@]2(C)[C@]1(O)C(=O)COP(=O)(O)O (some centres undefined)	0%
5	CC1=CC2=NC(=O)CC(C)(C(=O)N(CC(=O)NC(C)C)C3CCCC3)N2C=C1 (centres undefined)	-2%
6	CC1NC(=O)C(N)CNC(=O)C(C2CCN=C(N)N2)NC(=O)/C(=C/NC(N)=O)NC(=O)C(CNC(=O)CC(N)CCCN)NC1=O (centres undefined)	-3%
7	Cc1ccc(NC(=O)CCNS(=O)(=O)c2cc(Br)cnc2N)c(Cl)c1	0%
8	COc1ccc(C(=O)N=c2c(C#N)cc3c(=O)n4cccc(C)c4nc3n2Cc2ccco2)cc1	-10%
9	O=[N+]([O-])C(=c1ccc2c(c1)N1C3=C(CCCC3)CC3CCCCC31N=2)[N+](=O)[O-] (centres undefined)	-2%
10	Cc1ccc(C(=O)Nc2ccc(C(=O)N/N=C/c3ccncc3)cc2)cc1	-8%
11	Cc1ccc(Cn2ccc(NC(=O)c3cc4nc5c(c(C(F)(F)F)n4n3)CCc3ccccc3-5)n2)cc1	-4%
12	O=C1c2ccccc2C(=O)N1c1cccc(-c2csc(Nc3ccc4c(c3)OCO4)n2)c1	-2%
13	CCCCCNc1nc(-c2ccccc2)cs1	-6%
14	C#CCOCCOCCOCCNc1nc(OC)nc(N2CCN(C(=O)[C@H](CCCCN)n3cc(C(N)CO)nn3)CC2)n1 (some centres undefined)	22%
15	CC1=C(C(=O)Nc2ccccc2)C(c2sccc2C)n2nnnc2N1 (centres undefined)	0%

As entered above.
KAT2A inh, compound 10 reads -8%
KAT2A inh, compound 1 reads -2%
KAT2A inh, compound 6 reads -3%

Carrying on:
entry	SMILES	KAT2A inh
16	Cc1ccccc1C(=O)Nn1c(C)ccc1C	-18%
17	CC(=O)c1ccc(N2CCN(C(=O)Cn3c(=S)[nH]c4ncccc4c3=O)CC2)cc1	-5%
18	c1ccc(Cn2c(-c3cccs3)nc3nc4ccccc4nc32)cc1	?
19	CCOc1[nH]n(-c2ccc(Cl)cc2)c(=O)c1C=Nc1ccc(C)cc1	-7%
20	C[N+]1(C)C[C@@H](O)C[C@@H]1C(=O)[O-]	-3%[21.4 µM]
21	COc1cccc(N/C(N)=N/c2nc(CSc3ccccn3)cc(=O)[nH]2)c1	-4%
22	COc1ccccc1C(C)NS(=O)(=O)c1cccs1 (centres undefined)	-5%
23	O=C1NC(Cc2ccccc2)c2nc3ccc(Cl)cc3c(=O)n2-c2ccccc21 (centres undefined)	-2%
24	CC(Sc1ccsc1[N+](=O)[O-])C(=O)NCc1ccccc1 (centres undefined)	-6%
25	CC(NC(=O)Cc1ccccc1[N+](=O)[O-])c1ccccc1 (centres undefined)	-2%
26	C[C@@]12CC[C@@H]3c4ccc(O)cc4CC[C@H]3[C@H]1C[C@@H](O)[C@H]2O	-1%[21.4 µM]
27	CC(C)c1nc2sc3c(=O)[nH]c(=S)[nH]c3c2c2c1CCC2	?
28	CCOC(=O)C1C(C(=O)OC)=C(c2ccc(F)cc2)c2ccc(OC)cc2N1S(=O)(=O)C(F)(F)F (centres undefined)	-3%
29	c1ccc2c(NCCCN3CCOCC3)c3ccccc3nc2c1	-1%
30	COc1ccc(/C=C2\Sc3ccc(C(=O)N4CCc5ccccc5C4)cc3N(C)C2=O)cc1	-13%

Reprinted from the part before: three compounds, then new ones.
entry	SMILES	KAT2A inh
28	CCOC(=O)C1C(C(=O)OC)=C(c2ccc(F)cc2)c2ccc(OC)cc2N1S(=O)(=O)C(F)(F)F (centres undefined)	-3%
29	c1ccc2c(NCCCN3CCOCC3)c3ccccc3nc2c1	-1%
30	COc1ccc(/C=C2\Sc3ccc(C(=O)N4CCc5ccccc5C4)cc3N(C)C2=O)cc1	-13%
31	Cc1ccc(N2C(=O)c3ccccc3C2O)nc1 (centres undefined)	2%
32	Cn1c(C(C)(O)C(O)c2ccccc2)nc2ccccc21 (centres undefined)	-9%
33	C=C1SC(=Nc2ccccc2Cl)N(C(=O)c2sc3ccccc3c2Cl)C12CCCCC2	-1%
34	CN(c1ccccc1)c1ccc(/C=c2\s/c(=C(/C#N)C(=O)C(C)(C)C)n(Cc3ccco3)c2=O)cc1	32%[activator]
35	Cc1cc(C(F)(F)F)n(-c2nc(C(=O)Nc3ccccc3Oc3ccccc3)cs2)n1	-7%
36	CCCCC(CC)C/C=C1\CC(C(=O)OCC)Oc2ccccc21 (centres undefined) (tested in a mixture with another compound)	-20%[88.6 µM]
37	O=C(COc1ccc(Cl)cc1Cl)NC(=S)Nc1ccccc1C(=O)O	-8%
38	Cc1cccc(CN2CCN([C@@H](c3ccccc3)c3ccc(Cl)cc3)CC2)c1	-2%[21.4 µM]
39	Cc1nc(NC2=NC(C(=O)Nc3ccc(Cl)cc3)CC(=O)N2)nc2ccccc12 (centres undefined)	-3%
40	O=C(Oc1ccc(OC(=O)N2CCCCC2)cc1)N1CCCCC1	10%
41	O=[N+]([O-])/C=C/c1c(OCc2ccccc2)ccc2ccccc12	-5%
42	Cc1ccnc(NC(=O)/C=C/c2ccccc2[N+](=O)[O-])c1	0%
43	NC(=O)CCC(NS(=O)(=O)c1ccc(Cl)cc1)C(=O)NCc1ccccc1 (centres undefined)	-4%
44	C=C1c2cccc(OC)c2O[C@H](C(=O)OCC)[C@@H]1CCC(C)C	-14%[88.6 µM]
45	O=[N+]([O-])c1ccc(-c2nnc(S)n2-c2ccccc2)cc1	-4%
46	CN(C)S(=O)(=O)N(CC(=O)Nc1ccccc1C(F)(F)F)c1ccccc1	-2%
47	COc1ccc(-n2c(=O)c3c4c(sc3n(Cc3cccc(F)c3)c2=O)CN(C(C)=O)CC4)c(OC)c1	-5%
48	Cc1ccc(S(=O)(=O)N2CCC(C(=O)Nc3nnc(C45CC6CC(CC(C6)C4)C5)s3)CC2)cc1	-1%
49	CCOC(=O)C(Sc1ncnc2c1sc1nc(N3CCOCC3)c3c(c12)CCCC3)c1ccccc1 (centres undefined)	0%
50	CCCOc1nc2c(c(=O)n(C)c(=O)n2C)n1CC	-9%
51	O=C(c1ccco1)[C@@H]1[C@@H]2C(=O)N(c3ccc(F)cc3)C(=O)[C@@H]2C2c3ccccc3C=CN21 (some centres undefined)	-3%
52	O=C(O)[C@H]1O[C@@H](Oc2ccc3ccc(=O)oc3c2)[C@H](O)[C@@H](O)[C@@H]1O	0%
53	O=C(O)C1NCCN(C(=O)c2ccc3c(ccc4ccccc43)c2)C1C(=O)O (centres undefined)	-10%
54	O=C1CC(c2ccc(Cl)cc2)CC(O)=C1C=NCCN1CCNCC1 (centres undefined)	-2%
55	COc1ccccc1CNC(=O)c1cccc(-c2ccccc2OC)n1	-14%[88.6 µM]
56	Cc1ccc(CSCC2Nc3ccc(C(=O)N4CCN(c5cccc(C)c5)C(C)C4)cc3NC2=O)cc1 (centres undefined)	?
57	Cc1ccc(-c2nc(SCC(=O)Nc3ccccc3OC(F)F)c3c(C)c(C(=O)O)sc3n2)cc1	15%
58	COc1ccc(N/C(=C(/C(Cl)=C(Cl)Cl)[N+](=O)[O-])n2nnc3ccccc32)cc1	-27%
59	Cc1ccc(Nc2nc(C3CC3)cs2)cc1	1%
60	O=c1nc2n(c3ccccc13)Cc1ccccc1-2	1%
61	O=c1oc2c(Cl)cc(Cl)cc2cc1-c1nnc(Nc2ccccc2F)s1	-3%
62	C[C@]12CC[C@@H]3c4ccc(O)cc4[C@@H](O)C[C@H]3[C@@H]1CC[C@@H]2O	2%
63	CCC(C(=O)O)C1CCC(C)C(C(C)C(O)C(C)C(=O)C(CC)C2OC3(C=CC(O)[C@@]4(CC[C@](C)(C5CC[C@@](O)(CC)C(C)O5)O4)O3)C(C)CC2C)O1 (some centres undefined)	4%
64	CSCC[C@H](NC(=O)[C@H](CC(C)C)NC(=O)CNC(=O)[C@H](Cc1ccc(O)cc1)NC(=O)[C@H](Cc1ccccc1)NC(=O)[C@H](CCCCN)NC(=O)[C@H](CC(N)=O)NC(=O)[C@@H]1CCCN1C(=O)[C@H](CC(=O)O)NC(=O)[C@H](C)NC(=O)[C@@H]1CCC(=O)N1)C(N)=O	0%
65	Cc1cc(C)n2nc(C(=O)Nc3ccccc3N3CCOCC3)nc2n1	-9%
66	COc1ccc([C@]23Cc4cc(C#N)ccc4C(O2)c2c(cc(-c4ccccc4)oc2=O)O3)cc1	-18%[12.7 µM]
67	O=c1c2ccccc2nc2n1CC/C2=C\c1ccccc1[N+](=O)[O-]	2%
68	COC(=O)N1CCN(c2ccc(C)c(C)c2)CC1	-4%
69	COc1cc(-n2c(C)nc3cc(C(=O)NCCN4CCOCC4)ccc32)cc(OC)c1OC	4%
70	COc1cc(C2C(C(=O)c3ccco3)=C(O)C(=O)N2c2cc(C)on2)ccc1OCc1ccccc1 (centres undefined)	-15%
71	C[C@@H]1C[C@H](OC(=O)[C@@H](O)c2ccccc2)CC(C)(C)N1C	5%[21.4 µM]
72	NC(=O)c1ccccc1-c1noc(-c2ccccc2F)n1	-3%
73	CSCCNC(C)=O	-6%
74	CCOC(=O)c1[nH]c2cc(OC)c(OC)cc2c1NC(=O)CN1CCN(C)CC1	-10%
75	CCN1C(=O)/C(=C2\SC(=S)N(CC3CCCO3)C2=O)c2ccccc21 (centres undefined)	-2%[0.501 µM]
76	CCOC(=O)CN(C)Cc1c[nH]c2ccccc12	-4%
77	CCCc1nc(SCC(=O)N2CCc3ccccc32)c2c(C)c(C)sc2n1	-3%
78	CCN(Cc1cc2ccc(C)cc2[nH]c1=O)C(=O)c1ccncc1	-4%
79	COc1ccc(N(CC(=O)N/N=C/c2cc3ccc(OC)cc3nc2Cl)S(=O)(=O)c2ccccc2)cc1	-8%
80	COc1ccc(C)cc1Nc1n[n+](C)c(-c2ccc(C(=O)O)cc2)s1	-2%
81	CN(C)c1ccc(/C=c2/sc3n(c2=O)NC2(c4ccccc4)N(C)C(=O)N(C)C2(c2ccccc2)N=3)cc1 (centres undefined)	1%
82	CCOC(=O)C(=Cc1ccc(F)cc1)C(=O)OCC	-1%
83	CC[C@@H]1CC=C[C@H]2[C@H]1C(=O)N(Cc1ccccc1)[C@H]2c1cc(C)ccc1F	-7%
84	CCN(CC)C1CC(=O)N(c2cccc(C)c2)C1=O (centres undefined)	12%
85	CC(C)CNC(=O)CC(NCC(C)C)C(=O)O (centres undefined)	-1%
86	CCOC(=O)/C(N=Nc1sc(C(=O)OCC)c(C)c1C(=O)OCC)=C(\C)O	-4%
87	CCN(c1ccccc1)S(=O)(=O)c1ccc(C(=O)N(CCN(C)C)c2nc3c(F)cc(F)cc3s2)cc1	3%
88	CCOC1=C/C(=C/c2c(N)n3oc(C)cc3nc2=O)C=CC1=O	-6%
89	Cn1c(=O)c2c(nc(NCCCN3CCOCC3)n2Cc2ccc(Cl)cc2Cl)n(C)c1=O	-4%
90	CCCCC[C@]12Cc3ccccc3C(O1)C1=C(CC(C)(C)CC1=O)O2	-3%[12.7 µM]

The list goes on:
entry	SMILES	KAT2A inh
91	CN(C(=O)CSc1nnc(-c2ccncc2)n1Cc1ccccc1)C1CCS(=O)(=O)C1 (centres undefined)	4%
92	COc1ccccc1N1CCN(CCCCNS(=O)(=O)c2cccc3c(N(C)C)cccc23)CC1	?
93	Cn1c(=O)[nH]c(=O)c2c1nc(Br)n2C/C=N/NC(N)=S	2%
94	OCC1O[C@H](OC2C(CO)O[C@@](O)(CO)C2O)C(O)C(O)C1O (some centres undefined)	10%
95	Cc1c(/C=N/NC(=O)c2cccnc2)c2ccccn2c1C(=O)c1ccc(F)cc1	-2%
96	O=c1[nH]c(CSc2nnc(-c3ccco3)n2-c2ccccc2)nc2sc3c(c12)CCC3	-3%
97	Cc1nc2c(C(=O)N3CCOCC3)cnn2c(C)c1Cc1cccc(Cl)c1	-7%
98	COc1ccc(Cn2c3nc4ccccc4nc3c3c(=O)n(Cc4ccco4)cnc32)cc1	-9%
99	CCOC(=O)C1=C(C)N=c2s/c(=C/c3ccc(OCC(=O)O)cc3)c(=O)n2C1c1ccc(SC)cc1 (centres undefined)	?
100	O=C(NCc1cccs1)C1CCCN1C(=O)Nc1ccc(Cl)cc1 (centres undefined)	-8%
101	C[C@H]1CC[C@H]2C(=O)N3[C@H](c4cccc(N5CCCC5=O)c4)[C@@H](C)CC[C@H]3C(=O)N2[C@@H]1c1cccc(N2CCCC2=O)c1	-1%
102	CC(O)C1CCC2C3CCC4CC(O)CCC4(C)C3CCC12C (centres undefined)	2%
103	CCOc1ccc2cc(C#N)c(SCC(=O)NC(C)CC)nc2c1 (centres undefined)	-1%
104	CCOC(=O)c1[nH]c2cc(OC)c(OC)cc2c1NC(=O)CN1CCN(c2ccc(OC)cc2)C(C)C1 (centres undefined)	-1%
105	O=C(N[C@H](C(=O)O)c1ccccc1)C1CCC(Cn2nnc3ccccc3c2=O)CC1 (some centres undefined)	10%
106	CCn1cc(C(=O)NCc2ccc(OC)cc2OC)c(=O)c2ccc(C)nc21	-20%
107	Cc1ccc(C)c(CSc2nc3ccncc3n2CC(=O)Nc2ccc(C)c(C)c2)c1	0%
108	COc1ccccc1NC(=O)Nc1nnc(-c2ccco2)s1	2%
